pAkt inh – blocks phosphorylation of Akt | Neuro2A IGF-stimulated pAkt S473 HTRF, 20 min; stronger effect = lower value | activity change, % for hits at 50 µM | hit rate 0.32% among 360,000 | AID 651550; in the data active = activity change below about -80%; inconclusive = mostly about -51% to -80%; also: % is scaled to controls: 0 for no effect and ±100 for the full control effect
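Single-point screen (50 µM final compound) in Neuro2A cells stimulated 20 min with 6 nM IGF at 37 deg C. After lysis, Ser473-phosphorylated Akt read by HTRF (ex 330 nm, em 615/665 nm) as the 665/615 ratio.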
Mm-Cpn inhibitor – inhibitors of Methanococcus maripaludis chaperonin (MmCpn). purified Mm-Cpn ATPase, ADP Transcreener TR-FRET. AID 504842. hit rate 0.031% among 330,000. Potency, µM (highest dose often 76.9 µM), without a hit: at the top dose activity, negative = inhibition, actives largely listed as inhibitors; also: potency is read from the fitted curve at half-maximal effect; % is scaled to controls: 0 for no effect and ±100 for the full control effect; nearly all actives have a fitted effect of over 80% in size
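Inhibition of chaperonin ATP hydrolysis is measured as reduced ADP production, detected by competitive TR-FRET in which signal falls with ADP. Final enzyme 25 nM and ATP 10 uM, reacted 30 min at 37°C.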
A549 viability – A549 cytotoxicity, counter-screen for Nrf2 inhibitors | hit rate 0.16% among 390,000 | A549 ARE-Fluc cells, CellTiter-Fluor viability, 18-24 h | Potency, µM (doses to about 46 µM), for the others: top-dose activity change, negative = cytotoxicity, usual class: inhibitors | AID 504648; also: potency is read from the fitted curve at half-maximal effect; % is scaled to controls: 0 for no effect and ±100 for the full control effect
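A549 ARE-Fluc cells in 5% FBS OPTI-MEM, 5000 cells/well, rested 2 h then exposed to compounds in concentration-response for 18-24 h at 37 °C. Viability by CellTiter-Fluor fluorescence (Ex 405/Em 525) after 30 min; luciferase luminescence (BugLite, 15 min, RT) read afterwards.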
Abeta yeast res – restores growth of yeast expressing A-beta42 peptide. yeast expressing A-beta42, growth rescue, OD600, 48 h; response scale: 0% DMSO, 100% iron-clioquinol control. Potency, µM (highest dose often 46.1 µM), for inactives: at the highest dose growth rescue, hits mostly activators. hit rate 0.063% among 410,000. AID 1347071; also: potency is read from the fitted curve at half-maximal effect; nearly all actives have a fitted effect of over 55% in size
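Yeast A-beta toxicity model in growth medium with pinned compounds, 48 h at 30 C; growth read as absorbance at 600 nm. Normalized to FeCl3/clioquinol equimolar mix (positive) and DMSO (negative).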
Nrf2 ARE act – Nrf2 pathway activation. AREc32 ARE-luciferase reporter (MCF7-derived line), luminescence, 24 h. Potency, µM (top dose mostly 46.1 µM), for inactives: at the highest dose activation, hits mostly activators. hit rate 0.31% among 410,000; also: potency is read from the fitted curve at half-maximal effect; % of control where 0% means no effect; nearly all actives have a fitted effect of over 65% in size
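Nrf2 activation is followed as ARE-luciferase induction in the AREc32 line after one day of compound treatment; luminescence is read with Steady-Glo.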
HepG2 tox – HepG2 cytotoxicity, counter-screen for TGF-b inhibitors. HepG2 CAGA-GFP viability, ATP luminescence, 18 h. AID 588856. Potency, µM (highest dose often 46.1 µM), for the others: at the highest dose activity change, negative = cytotoxicity, actives largely listed as cytotoxic. hit rate 0.76% among 410,000; also: potency is read from the fitted curve at half-maximal effect; some results filed as inactive show a strong effect at the top dose
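HepG2 CAGA-GFP cells (1000/well, DMEM with 1% FBS) received compound, then TGF-beta at 500 pg/mL final, and were incubated 18 hours at 37 degrees C. Viability was read by CellTiter-Glo luminescence. Media-only wells were set as complete cell-killing and DMSO as no toxicity.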
TGFb SMAD3 inh – TGF-b pathway inhibition. hit rate 1.2% among 410,000. HepG2 CAGA-GFP TGF-b/SMAD3 reporter, GFP fluorescence, 18 h; TGF-beta stimulated, 500 pg/mL final. Potency, µM (titrated, usually from 46.1 µM), inactives show at the top dose activity, negative = inhibition, most hits filed as inhibitors; also: potency is read from the fitted curve at half-maximal effect; % is scaled to controls: 0 for no effect and ±100 for the full control effect; nearly all actives have a fitted effect of over 65% in size
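First, reporter cells (HEPG2 CAGA-GFP) rested 2 h at 37 degrees C. Next, compounds were pinned in and TGF-beta added to 500 pg/mL final. After 18 h, GFP was imaged per cell and summed per well.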
Nrf2 inh – Nrf2 pathway inhibition; hit rate 2.1% among 360,000; A549 ARE-Fluc reporter, luciferase luminescence, 18-24 h; Potency, µM (top dose mostly 46 µM), for the others: top-dose activity change, negative = inhibition, actives largely listed as inhibitors; also: potency is read from the fitted curve at half-maximal effect; % is scaled to controls: 0 for no effect and ±100 for the full control effect; nearly all actives have a fitted effect of over 60% in size
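Concentration-response testing used A549 ARE_Fluc cells at 5000 cells/well. Following an 18-24 h compound incubation, viability was read by fluorescence (Ex 405/Em 525) and luciferase output by luminescence.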
CCT modulator – modulators of cytosolic chaperonin (CCT/TRiC) activity; purified chaperonin ATPase assay, HTRF ADP detection, 30 min; activity change, % (concentration not given with the values), hits read low; hit rate 0.3% among 360,000; in the data active = activity change below about -30%; also: % is scaled to controls: 0 for no effect and ±100 for the full control effect
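TRiC at 40 or 20 nM final (batch-dependent) in 30 mM Tris pH 7.4, 100 mM KCl, 5 mM MgCl2, 1 mM DTT, with compound at single 76 uM and 10 uM ATP, 30 min at 37 deg C. ADP detected by HTRF Transcreener, 665/615 ratio.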
* hit, by the source's call; i = inactive; ? = inconclusive; · = no result given; & = joins results of further samples. Unless noted, calls follow the shape of the dose curve; as a rule, active = well fitted curve in the direction sought with a large enough effect; inconclusive = small, poorly fitted or top-dose-only effect, or another doubt; inactive = no such curve, though single readings can be large; an effect the other way counts as inactive or inconclusive.

SMILES	pAkt inh	Mm-Cpn inhibitor	A549 viability	Abeta yeast res	Nrf2 ARE act	HepG2 tox	TGFb SMAD3 inh	Nrf2 inh	CCT modulator
COCCN(C(=O)CCC(=O)Nc1cccnc1)C(C(=O)NC1CCCCC1)c1ccccc1 (stereo not drawn)	i	1.9%	8.4%	-7.4%	0.0%	-1.5%	-16.8%	9.6%	1.7
Cc1occc1-c1nnc(SCC(=O)Nc2ccc(F)cc2)n1C	i	0.8%	-8.5%	-3.3%	0.1%	-37.2%	-1.2%	-19.5%	-0.8
COc1cc(Br)ccc1NC(=O)c1ccccc1-c1ccccc1C(=O)O	i	·	-1.4%	8.8%	-0.5%	12.0%	-7.0%	-9.2%	0.2
COc1ccc(CCN(Cc2cccs2)S(=O)(=O)c2ccc(S(=O)(=O)N3CCCCCC3)cc2)cc1OC	i	-0.8%	1.3%	-7.6%	-0.9%	1.1%	-14.3%	-5.4%	-3.3
COc1ccc(OCC(=O)Nc2ccccc2N2CCN(C)CC2)cc1	i	2.1%	-0.5%	-4.3%	0.1%	21.4%	12.0%	5.0%	1.2
O=C(Nc1ccc(-c2cccc(F)c2)cc1)C1CCCN(Cc2ccccn2)C1 (stereo not drawn)	i	-0.8%	-0.8%	-10.5%	11.5%	6.4%	?	-8.9%	-1.2
COC(=O)c1ccc(NC(=O)C2CCCN2S(=O)(=O)c2ccc(F)cc2)cc1 (stereo not drawn)	i	-0.4%	-6.0%	-4.4%	-0.3%	-1.1%	-4.9%	12.6%	1.3
CN(C)C(=O)CCc1ccc2c3c([nH]c2c1)[C@]1(C)[C@@H](C(=O)N2CCCCC2)C[C@H](CC(=O)NC(C)(C)C)C(=O)N1CC3	i	2.7%	11.9%	2.8%	-0.1%	-3.7%	2.8%	1.2%	-6.7
Cc1nn(CCC(=O)NCc2ccc(OC(C)C)cc2)c(=O)c2nn(-c3ccccc3)c(C)c12	i	1.8%	-6.4%	2.6%	-0.5%	-3.0%	7.1%	-19.1%	-2.2
Fc1ccc(C2CCCN2Cc2nc(CC3CC3)no2)cc1 (stereo not drawn)	i	0.3%	?	6.8%	-0.8%	11.0%	-3.0%	1.4%	-0.9
CCc1cccc(NC(=O)c2cn3c4c(ccc(Cl)c4c2=O)OC(C)C3)c1 (stereo not drawn)	·	·	9.6%	-6.9%	0.6%	-1.1%	-1.3%	27.8%	·
O=C(NC(=S)Nc1nc2c(ccc3ccccc32)s1)c1cccs1	i	1.3%	0.1%	7.1%	22.5%	0.0%	-14.9%	8.2%	1.6
CCCSc1nnc(Nc2ccccc2C)s1	i	-1.9%	2.6%	?	4.4%	-2.3%	-4.5%	19.5%	-1.7
COc1cc(NC(=S)NCc2cccnc2)cc(OC)c1OC	i	-0.3%	-8.8%	-9.6%	-0.2%	-5.4%	2.5%	-3.7%	-0.7
Cc1c(C(=O)Nc2ccccc2F)cnn1-c1ccccc1	i	2.0%	4.6%	-17.0%	-0.2%	-11.4%	18.4%	?	-2.9
O=C(C1CC(=O)N(c2ccccc2)C1)N1CCN(c2ccc(F)cc2)CC1 (stereo not drawn)	i	1.7%	-1.8%	0.0%	-0.5%	1.2%	-51.0%	-2.9%	0.6
Cc1cc(C(=O)NCCC(C)C)c2ccccc2n1	i	1.5%	1.4%	-18.6%	0.0%	-0.9%	0.5%	8.3%	-1.0
Cn1cnc2ncnc(Oc3ccc(Br)cc3)c21	i	·	1.6%	-2.6%	3.5%	-29.0%	12.3%	-14.6%	-1.2
COc1cccc(C(=O)c2c(N)c(-c3nc(-c4ccccc4)cs3)c3ccccn23)c1	·	·	-4.1%	-7.9%	0.2%	-5.7%	0.8%	11.6%	·
COC(=O)Nc1nc(Sc2ncc(C(F)(F)F)cc2Cl)n[nH]1	i	1.1%	7.6%	-0.2%	-0.5%	-0.8%	16.3%	-4.8%	1.4
COc1ccc(/C=N/Nc2cc(N3CCOCC3)ncn2)c(OC)c1	i	1.4%	13.6%	3.8%	3.8%	-1.3%	8.8%	2.6%	0.7
CO/N=C(\CCC(=O)O)c1cccs1	i	0.5%	13.0%	13.3%	-0.6%	-2.9%	3.6%	-17.9%	-3.3
O=C(c1cc2ccccc2oc1=O)N(Cc1ccccc1)Cc1ccc2c(c1)OCO2	-123.8%*	1.1%	1.1%	-0.4%	0.1%	-14.3%	1.5%	?	-16.9
COC(=O)CSc1nc2nc(-c3cccs3)cc(C(F)(F)F)c2c(=O)[nH]1	i	1.2%	2.0%	-1.6%	-0.3%	7.3%	16.8%	-11.4%	0.2
O=C(CSc1c(Cl)cccc1Cl)NC1CCCc2ccccc21 (stereo not drawn)	i	2.2%	2.2%	-7.0%	0.4%	-1.4%	-8.2%	-8.4%	2.1

Whole records, looked up by structure. Values in the order: pAkt inh | Mm-Cpn inhibitor | A549 viability | Abeta yeast res | Nrf2 ARE act | HepG2 tox | TGFb SMAD3 inh | Nrf2 inh | CCT modulator
COc1ccc(/C=N/Nc2cc(N3CCOCC3)ncn2)c(OC)c1 across the screens: i | 1.4% | 13.6% | 3.8% | 3.8% | -1.3% | 8.8% | 2.6% | 0.7
COc1cccc(C(=O)c2c(N)c(-c3nc(-c4ccccc4)cs3)c3ccccn23)c1 across the screens: · | · | -4.1% | -7.9% | 0.2% | -5.7% | 0.8% | 11.6% | ·

Further compounds:
SMILES	pAkt inh	Mm-Cpn inhibitor	A549 viability	Abeta yeast res	Nrf2 ARE act	HepG2 tox	TGFb SMAD3 inh	Nrf2 inh	CCT modulator
Nc1nnc(CC(=O)N/N=C/c2cccc(OCCOc3ccccc3)c2)s1	i	0.3%	-1.2%	-1.8%	0.4%	0.7%	9.6%	?	-4.9
Cc1cc(C)nc(N(C#N)CC(=O)c2ccccc2)n1	i	-0.4%	-6.0%	7.7%	1.7%	-25.6%	3.7%	-3.8%	1.1
CN(C)CCCNc1nc2cc(-c3cccc(Cl)c3)sc2c(=O)n1C	i	·	·	-22.0%	7.3%	11.2µM*	?	·	0.3
O=C(CCNc1n[nH]c(=O)[nH]c1=O)N/N=C/c1ccccc1Br	i	-0.9%	3.3%	1.7%	0.2%	-19.9%	-0.7%	-5.5%	0.5
CC(=O)N1CCN(C(=S)NCCc2ccccc2)CC1	i	1.0%	-2.1%	4.4%	0.4%	-6.7%	-0.6%	5.5%	-0.8
COCCNc1nc(NCc2ccc(NC(C)=O)cc2)c2sc(-c3ccccc3)cc2n1	i	·	·	-7.4%	?	-105.1%	?	·	1.4
O=C(COC(=O)CCS(=O)(=O)c1ccc(Cl)cc1)NCCc1ccc(Cl)cc1Cl	i	4.0%	14.1%	8.0%	-0.3%	12.2%	2.8%	0.9%	-1.3
CC(=O)Nc1cc(C(=O)N2CCN(C)CC2)ccc1S(=O)(=O)c1ccc(C)cc1	i	3.0%	6.6%	-10.4%	-0.9%	-3.7%	-6.0%	-19.8%	0.5
Cc1ccc(Cn2ccnc2SCC(=O)Nc2ccc3c(c2)OCO3)cc1	·	·	4.2%	6.0%	1.3%	-41.9%	·	·	·
O=C(Nc1ccc2c(c1)OCO2)C1CCCCN1S(=O)(=O)c1ccc(F)cc1 (stereo not drawn)	i	-0.6%	·	5.7%	4.9%	-14.3%	?	-16.8%	-1.2
CC(C)c1ccc(NC(=O)c2ccc(F)c(S(=O)(=O)N3CCCCCC3)c2)cc1	·	·	-2.4%	-12.1%	0.6%	-12.5%	-6.9%	·	·
CCC(=O)N1c2ccc(S(=O)(=O)CCC(=O)Nc3ccc(OC)cc3OC)cc2CC1C (stereo not drawn)	i	-1.8%	-1.0%&1.8%	-3.7%	-0.7%&-0.3%	-18.5%&-1.1%	2.0%&-5.6%	-5.4%&2.2%	0.4
Cc1ccc(C(C)C)c(OCC(O)CN(C)Cc2ccccc2)c1 (stereo not drawn)	i	2.8%	0.4%	9.8%	5.1%	-154.1%	15.8µM*	0.1%	-0.5
COc1ccc(-c2csc(N3CCN(c4cc5c(cc4Cl)nc(-c4ccncc4)n5CCOCCO)CC3)n2)cc1	i	-18.8%	-0.4%	-15.5%	23.8%	-1.7%	-25.2%	28.5%	2.1
CO/N=C(\C(=O)O)c1csc(NN=C(C)C)n1	i	-0.8%	-9.8%	11.5%	3.6%	10.7%	13.2%	-0.6%	1.2
Cc1ccc(OCCSc2nc3ccccc3n2CCC(=O)O)c(C(C)C)c1	i	·	·	-8.5%	-0.7%	-28.2%	1.3%	·	-10.7
COc1cc(C2c3c(oc4cc(C)c(C)cc4c3=O)C(=O)N2CCCN2CCOCC2)ccc1O (stereo not drawn)	·	·	-7.3%	-13.0%	-0.7%	-5.2%	?	1.3%	·
CCc1ccc2cc(F)cc(F)c2n1	i	·	·	-16.1%	-0.1%	8.4%	-2.7%	·	-5.5
COC(=O)[C@@]12CCCCN1[C@H](c1ccc(-c3ccccc3)cc1)[C@H]1C(=O)N(C)C(=O)[C@H]12	i	2.6%	-11.1%	0.9%	-0.1%	-20.6%	-13.1%	?	-0.8
C[C@H](OC(=O)N1CCN(C(c2ccccc2)c2ccccc2)CC1)[C@@H]1O[C@@]2(C)CCC[C@H]1O2	i	-0.2%	2.7%	2.6%	2.6%	-14.5%	-16.8%	-18.0%	0.1
Cc1ccc(C(=O)N2CCN(c3ncc(C(F)(F)F)cc3Cl)CC2)s1	i	-4.7%	9.3%	-5.3%	-0.2%	-29.8%	-9.3%	-22.0%	-1.8
CCCc1nc2sc3c(c2c(=O)n1NC(=O)c1ccco1)CC(C)(C)OC3	i	-1.4%	3.1%	-11.2%	-0.5%	1.6%	-4.1%	-29.8%	2.3
COc1ccc(C(=O)Nc2ccccc2-c2nc(-c3ccc(OC)cc3)no2)cc1	·	·	-6.3%	-26.0%	-1.2%	2.1%	27.5%	?	·

Compound activity: PubChem BioAssay, National Center for Advancing Translational Sciences (NCATS)
